High-throughput results (PubChem BioAssay)
RPL19A-GFP yeast = modulators of TOR pathway RPL19A-GFP in S. cerevisiae; AID 2025; 0.3% of 330,000 active; percent response vs DMSO, % at 10 µM; S. cerevisiae RPL19A-GFP strain, flow cytometry, 3 h; hits give low values;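 active = percent response vs DMSO below 50%; inconclusive = fewer than 70 events counted for the yeast strain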;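 note: median channel GFP fluorescence of the barcoded RPL19A-GFP strain; ratio of sample median GFP to plate DMSO average so 100% = DMSO; lower means less RPL19A-GFP as with rapamycin TOR inhibition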
ZTA DNA inh = ZTA (EBV) inhibition in EBNA-1 counter-screen | P03206 | 0.15% of 320,000 active | inhibition, % at 11 µM | ZTA-DNA binding, fluorescence polarization; in the data active = inhibition above about 33%
procasp3 activ = activators of human procaspase-3; P42574; recombinant procaspase-3 D3A, Ac-DEVD-pNA absorbance 405 nm; activation, % at 8.5 µM; 0.11% of 330,000 active; AID 463141;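 active = activation above the mean of all tested compounds plus 3 SD, cut at about 21% in these data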;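 note: 0% = DMSO alone and 100% = DMSO wells spiked with extra 5 µM PC-3 D3A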
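material = Procaspase-3 D3A mutant | probe or stimulus = Ac-DEVD-pNA | compound = single dose, 8.5 µM nominal compound, 0.8% DMSO | timing = 1 h preincubation, 2 h reaction | measured by = 405 nm absorbance of p-nitroaniline, reads at 0 and 120 min | benchmarks = DMSO-only low control, 5 µM PC-3 D3A high control | repeats = singlicate, each compound tested once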
EBNA-1 inh = blocks EBNA-1 binding to DNA; EBNA-1 DNA binding, fluorescence polarization; inhibition, % at 14.8 µM; 0.34% of 300,000 active; AID 1950; in the data active = inhibition above about 28%
LAP4 TOR yeast = modulators of TOR pathway LAP4-GFP in S. cerevisiae; S. cerevisiae LAP4-GFP multiplex, flow cytometry GFP, 3 h; median GFP as percent of DMSO wells; GFP response vs DMSO, % at 10 µM; 0.34% of 320,000 active;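 active = GFP response vs DMSO above a set limit, about the screen mean plus 3 SD, cut at about 150% in these data; inconclusive = under 70 cell events counted for the yeast strain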
procasp7 counter = activates human procaspase-7, counter-screen for procaspase-3 activators | recombinant procaspase-7, Ac-DEVD-pNA absorbance 405 nm; D23A/D198A/D206A triple mutant, cannot self-cleave; scale: DMSO 0, 5 µM enzyme 100 | AID 463210 | activation, % at 8.5 µM | P55210 | 0.093% of 330,000 active;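 active = percent activation above the screen-wide mean plus 3 SD, cut at about 25% in these data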
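buffer or medium = Zinc-free HEPES/NaCl buffer, pH 7.4 | material = Procaspase-7 triple mutant (PC-7 D3A) | input = 2 µM procaspase-7 mutant as dispensed | signal = Epi-absorbance of released pNA at 405 nm, two timepoints | timing = 1 h preincubation, 2 h reaction | replicates = singlicate compound testing | evaluation = % activation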
MEP2-GFP yeast = yeast TOR pathway MEP2-GFP modulation; GFP response vs DMSO, % at 10 µM; 0.51% of 330,000 active; AID 2016; S. cerevisiae MEP2-GFP strain, flow cytometry GFP, 3 h; 100% = DMSO control level;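 active = GFP response versus DMSO above a set limit, roughly screen mean plus 3 SD, cut at about 180% in these data; inconclusive = fewer than 70 cells counted for a yeast strain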;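 note: median GFP fluorescence of the barcode-gated MEP2-GFP cells per well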
AHR act = activators of human aryl hydrocarbon receptor. 2.5% of 320,000 active. P35869. AHR-responsive luciferase reporter cells, luminescence. activation, % at 5 µM; in the data active = activation above about 47%;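 note: 0% = vehicle wells and 100% = reference agonist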
Target sequence (P35869 whole entry, looked up): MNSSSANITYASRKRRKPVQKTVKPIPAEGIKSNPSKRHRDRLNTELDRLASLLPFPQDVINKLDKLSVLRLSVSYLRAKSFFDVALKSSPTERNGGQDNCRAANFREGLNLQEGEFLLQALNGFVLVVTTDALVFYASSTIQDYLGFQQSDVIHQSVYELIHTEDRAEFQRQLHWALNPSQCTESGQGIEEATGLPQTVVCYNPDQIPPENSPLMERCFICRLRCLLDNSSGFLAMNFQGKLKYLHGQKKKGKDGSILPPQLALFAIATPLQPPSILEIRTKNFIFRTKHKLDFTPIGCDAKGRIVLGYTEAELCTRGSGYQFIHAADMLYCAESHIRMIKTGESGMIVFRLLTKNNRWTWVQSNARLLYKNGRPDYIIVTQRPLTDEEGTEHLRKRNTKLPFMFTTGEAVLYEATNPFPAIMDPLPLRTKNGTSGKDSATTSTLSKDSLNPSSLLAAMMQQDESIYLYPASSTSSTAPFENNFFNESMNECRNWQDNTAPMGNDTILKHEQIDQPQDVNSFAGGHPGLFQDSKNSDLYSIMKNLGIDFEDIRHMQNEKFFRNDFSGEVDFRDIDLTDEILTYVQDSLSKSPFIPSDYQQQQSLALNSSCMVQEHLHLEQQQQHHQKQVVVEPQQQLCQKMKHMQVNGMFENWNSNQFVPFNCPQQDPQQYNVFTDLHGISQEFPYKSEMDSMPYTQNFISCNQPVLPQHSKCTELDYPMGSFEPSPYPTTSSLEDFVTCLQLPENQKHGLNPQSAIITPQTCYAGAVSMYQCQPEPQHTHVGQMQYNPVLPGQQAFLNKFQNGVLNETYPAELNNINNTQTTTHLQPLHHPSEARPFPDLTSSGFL
* = called active by the depositor; ? = inconclusive; / = not tested or not shown.

The opening 12 compounds (preview)
SMILES | RPL19A-GFP yeast | ZTA DNA inh | procasp3 activ | EBNA-1 inh | LAP4 TOR yeast | procasp7 counter | MEP2-GFP yeast | AHR act
CCC(=O)N(Cc1c(C)nn(-c2ccccc2)c1Cl)c1ccc(Cl)cc1 | 103 | 19 | 3 | 8 | 92 | 4 | 97 | -1
Cc1cc(S(=O)(=O)NCc2ccccc2)ccc1OCC(=O)N1CCCC1 | 95 | 6 | 1 | 10 | 106 | -4 | 98 | -1
Cc1ccccc1NC(=O)c1ccc(NC(=O)c2ccco2)cc1 | 101 | -11 | -1 | -7 | 107 | -2 | 109 | -9
CCn1c(/C=C/Nc2ccccc2)[n+](CC)c2ccc(C(=O)OCC(F)(F)F)cc21 | 108 | -22 | -4 | -2 | 101 | 0 | 130 | -1
CCOC(=O)c1[nH]c(C)c(CN(CCc2ccccc2)C(=O)CCC(=O)O)c1C | 101 | 7 | -5 | 12 | 101 | 3 | 102 | -1
CCCCCc1nnc(NC(=O)C2=COCCO2)s1 | 97 | 11 | 2 | 4 | 106 | 6 | 98 | 20
CCCC(CCC)C(=O)Nc1cccc(-c2cn3c(n2)SCC3)c1 | 98 | 19 | -9 | 2 | 90 | 1 | 101 | 2
CCn1c(=O)n(CC)c2cc(S(=O)(=O)N3CCCCC3)c(C)cc21 | 109 | -5 | -1 | -6 | 110 | -1 | 105 | 2
CC(C)c1ccc(S(=O)(=O)N2CCN(C(C)C(=O)Nc3ccccc3-c3ccccc3)CC2)cc1 (stereo unspecified) | 102 | -10 | 5 | 0 | 86 | -8 | 101 | -2
CCCn1c(SCC(=O)NCc2ccccc2Cl)n[nH]c1=O | 102 | 9 | -7 | 8 | 98 | 5 | 103 | 0
CCOC(=O)C(NC(=O)Nc1ccccc1)(OCC)C(F)(F)F (stereo unspecified) | 101 | -5 | 7 | 6 | 111 | -15 | 104 | 3
COC(=O)c1cc(OC)c(OC)cc1NC(=S)N1CCN(c2ccccc2)CC1 | 94 | -11 | 4 | 3 | 108 | -2 | 97 | 2

The whole of this part, previewed entries included:
SMILES | RPL19A-GFP yeast | ZTA DNA inh | procasp3 activ | EBNA-1 inh | LAP4 TOR yeast | procasp7 counter | MEP2-GFP yeast | AHR act
CCC(=O)N(Cc1c(C)nn(-c2ccccc2)c1Cl)c1ccc(Cl)cc1 | 103 | 19 | 3 | 8 | 92 | 4 | 97 | -1
Cc1cc(S(=O)(=O)NCc2ccccc2)ccc1OCC(=O)N1CCCC1 | 95 | 6 | 1 | 10 | 106 | -4 | 98 | -1
Cc1ccccc1NC(=O)c1ccc(NC(=O)c2ccco2)cc1 | 101 | -11 | -1 | -7 | 107 | -2 | 109 | -9
CCn1c(/C=C/Nc2ccccc2)[n+](CC)c2ccc(C(=O)OCC(F)(F)F)cc21 | 108 | -22 | -4 | -2 | 101 | 0 | 130 | -1
CCOC(=O)c1[nH]c(C)c(CN(CCc2ccccc2)C(=O)CCC(=O)O)c1C | 101 | 7 | -5 | 12 | 101 | 3 | 102 | -1
CCCCCc1nnc(NC(=O)C2=COCCO2)s1 | 97 | 11 | 2 | 4 | 106 | 6 | 98 | 20
CCCC(CCC)C(=O)Nc1cccc(-c2cn3c(n2)SCC3)c1 | 98 | 19 | -9 | 2 | 90 | 1 | 101 | 2
CCn1c(=O)n(CC)c2cc(S(=O)(=O)N3CCCCC3)c(C)cc21 | 109 | -5 | -1 | -6 | 110 | -1 | 105 | 2
CC(C)c1ccc(S(=O)(=O)N2CCN(C(C)C(=O)Nc3ccccc3-c3ccccc3)CC2)cc1 (stereo unspecified) | 102 | -10 | 5 | 0 | 86 | -8 | 101 | -2
CCCn1c(SCC(=O)NCc2ccccc2Cl)n[nH]c1=O | 102 | 9 | -7 | 8 | 98 | 5 | 103 | 0
CCOC(=O)C(NC(=O)Nc1ccccc1)(OCC)C(F)(F)F (stereo unspecified) | 101 | -5 | 7 | 6 | 111 | -15 | 104 | 3
COC(=O)c1cc(OC)c(OC)cc1NC(=S)N1CCN(c2ccccc2)CC1 | 94 | -11 | 4 | 3 | 108 | -2 | 97 | 2
COc1cc(/C=C/c2cc(C(=O)O)c3ccccc3n2)ccc1OC(F)F | 101 | 1 | -1 | -13 | 109 | -5 | 104 | 10
CCOC(=O)COc1ccc(Br)cc1/C=C\c1[nH]c(=O)[nH]c(=O)c1[N+](=O)[O-] | 100 | 26 | -1 | 0 | 92 | 3 | 102 | 0
COc1ccc(N/C(N)=N/c2nc(CSc3ccc(Cl)cc3)cc(=O)[nH]2)cc1 | 103 | -14 | -1 | -4 | 98 | 9 | 103 | 4
COc1ccc(/C(O)=C2/C(=O)C(=O)N(CCCC(=O)O)C2c2ccc(OC)cc2)cc1 (stereo unspecified) | 104 | -17 | -3 | -9 | 100 | -9 | 103 | 7
Cc1ccc(CNC(=O)CCn2cc(-c3ccc(C)cc3)nc2-c2ccncc2)cc1 | 96 | 3 | 7 | 6 | 102 | -6 | 94 | 6
COC(=O)CC1C(=O)NCCN1C(=O)c1sc2ccccc2c1Cl (stereo unspecified) | 93 | -14 | 4 | 8 | 108 | 0 | 97 | 5
O=[N+]([O-])c1cccc(CSc2nc3ccccc3[nH]2)c1 | 102 | 0 | -2 | -16 | 101 | 10 | 111 | 26
CC1CCc2c(sc3nc4n(c(=O)c23)CCS4)C1 (stereo unspecified) | 101 | -4 | -3 | 9 | 119 | 1 | 108 | -1
Cc1ccc(N2CC(C(=O)Nc3ccc(S(=O)(=O)N4CCOCC4)cc3)CC2=O)cc1 (stereo unspecified) | 101 | 10 | 10 | -4 | 104 | -1 | 105 | 0
CCCOc1ccc(N2C(=O)CC(N(CCc3ccc(OC)c(OC)c3)C(=S)Nc3ccccc3)C2=O)cc1 (stereo unspecified) | 104 | -2 | 7 | -5 | 88 | -10 | 102 | 1
O=C(C1=C[C@H](c2ccccc2)C[C@H](OCCCCO)O1)N1CCN(Cc2ccc3c(c2)OCO3)CC1 | 103 | -8 | 2 | -1 | 108 | 1 | 96 | 4
O=C(NCc1cccs1)C1CCCCC1 | 103 | 4 | -4 | 4 | 93 | 9 | 101 | -1
Cn1cnnc1SCC(=O)Nc1c(F)cc(F)cc1Br | 103 | 0 | -6 | -1 | 92 | -1 | 93 | -1
COc1cc(Br)cc2cc(C(=O)N3CCCCC3C)c(=O)oc12 (stereo unspecified) | 100 | -6 | -9 | -11 | 101 | 11 | 98 | 4
CCN(CC)S(=O)(=O)c1ccc(N2CCCCC2)c(NC(=O)/C=C/c2ccc(OC)c(OC)c2)c1 | 98 | -24 | -3 | -8 | 96 | 1 | 101 | 7
Cc1cc(C)c(NC(=O)CN2C(=O)NC(CCc3ccccc3)C2=O)c(C)c1 (stereo unspecified) | 94 | -30 | 6 | 0 | 97 | 6 | 104 | 4
COC(=O)c1cccc(NC(=O)CN2CCc3ccccc3C2)c1 | 92 | -6 | -4 | 7 | 109 | 1 | 120 | 17
O=C(c1cc(F)ccc1F)C1CCCN(Cc2cccn2-c2ccccn2)C1 (stereo unspecified) | 114 | 4 | 1 | -2 | 109 | -2 | 125 | 2
Cn1cc(S(=O)(=O)NCc2ccco2)c(=O)n(C)c1=O | 96 | -3 | 3 | -2 | 100 | -6 | 103 | 0
CCOc1ccc(NC(=O)Nc2cccn(Cc3ccccc3)c2=O)cc1 | 103 | -2 | 2 | -9 | 96 | -1 | 102 | 13
Cc1sc(NC(=S)NC(=O)C2CCCCC2)c(C(N)=O)c1C | 95 | 11 | 2 | 2 | 100 | -9 | 93 | 56*
CCOC(=O)Cn1c(=O)oc2cc(S(=O)(=O)NCCc3ccc(C)cc3)ccc21 | 98 | 2 | 11 | -8 | 109 | 8 | 99 | -1
Cc1ccccc1OCC(=O)OCC(=O)NCC1CCCO1 (stereo unspecified) | 100 | 20 | -9 | -8 | 99 | 3 | 108 | -1
O=C(Nc1nccs1)c1nc[nH]c1C(=O)N1CCN(c2ccccc2)CC1 | ? | / | 2 | / | ? | -2 | ? | -1
CCCCC(=O)Nc1ccc(C(=O)Nc2nc(CC(=O)OCC)cs2)cc1 | 105 | 2 | 3 | -7 | 113 | -7 | 102 | -1
O=C(c1ccc(S(=O)(=O)Nc2ccccc2)cc1)N1CCOCC1 | 100 | 4 | -3 | 8 | 96 | -2 | 102 | -2
O=C(COc1ccc(Br)cc1)N/N=C1/SCC(=O)N1Cc1ccco1 | 97 | -11 | -8 | 1 | 98 | 6 | 112 | 20
COc1cc(/C=N/Nc2ccc(F)cc2F)cc(OC)c1O | 104 | 9 | -7 | -4 | 70 | -15 | 88 | 11
Cc1onc(-c2ccccc2)c1C(=O)OCC(=O)Nc1ccc(C#N)cc1 | 100 | -2 | -1 | / | 102 | -7 | 97 | -2
COc1ccc(-c2nn(-c3ccccc3)cc2/C=C2/SC(=S)N(CCCC(=O)O)C2=O)c(C)c1 | 103 | 8 | -9 | 6 | 84 | -15 | 91 | -3
CCOC(=O)C1C(=O)OC2(CCOC(C)(C)C2)C1C(=O)OCC (stereo unspecified) | 96 | -28 | 4 | -6 | 102 | 9 | 103 | 3
Cc1cccc(C(C)C)c1-n1nnnc1-c1ccccc1 | 89 | 2 | 1 | -11 | 120 | 4 | 98 | 0
Cc1ccc2cc(C#N)c(NCc3ccco3)nc2c1 | 104 | -6 | -17 | -13 | 96 | -26 | 105 | 5
O=C(CCc1ccccc1)Nc1ccc(S(=O)(=O)N2CCCC2)cc1 | 103 | -8 | -9 | -9 | 100 | -2 | 99 | 4
Cc1cc(NC(=O)CCC2CCCCC2)no1 | 98 | -17 | -3 | 5 | 95 | -2 | 104 | 0
N#Cc1ccc(C(=O)Nc2cccc(S(=O)(=O)NC3=NCCC3)c2)cc1 | 95 | / | 6 | / | 99 | -8 | 95 | 1
Cc1nn(C)c(C)c1S(=O)(=O)N(CC(=O)Nc1ccccn1)c1ccc(C(C)C)cc1 | 96 | -10 | 0 | 0 | 104 | -2 | 98 | 4
N/C(CCN1CCCCC1)=N/O | 96 | 6 | -6 | 5 | 84 | -5 | 84 | 3

Another view of some results above:
SMILES	RPL19A-GFP yeast	ZTA DNA inh	procasp3 activ	EBNA-1 inh	LAP4 TOR yeast	procasp7 counter	MEP2-GFP yeast	AHR act
Cc1cc(NC(=O)CCC2CCCCC2)no1	98	-17	-3	5	95	-2	104	0
N#Cc1ccc(C(=O)Nc2cccc(S(=O)(=O)NC3=NCCC3)c2)cc1	95	/	6	/	99	-8	95	1
